NCI-60 one-dose screen, 48 h, at 10 µM unless noted. Numbers give growth in % (100 = growth as untreated, 0 = no growth, -100 = all killed).
ACHN: ACHN renal cancer; actives 4.9% (n = 81,000); AID 1794771
CAKI-1: CAKI-1 renal cancer. actives 4.7% (n = 75,000)
SNB-19: SNB-19 CNS cancer cells | actives 2.5% (n = 81,000)
SF-268: SF-268 CNS cancer cells; actives 3.1% (n = 82,000); AID 1794759
SNB-75: SNB-75 CNS cancer; actives 5% (n = 79,000)
A498: A498 renal cancer cells. actives 5.4% (n = 76,000)
RXF 393: RXF 393 renal cancer cells. actives 6.9% (n = 77,000). AID 1794773
SF-539: SF-539 CNS cancer. actives 6.8% (n = 81,000)
* marks the source's active call; other numbers are inactive results; x = not tested or not shown; & = joins results of further samples; [ ] = dose if it differs, or a comment. How the source made its calls: active means growth percent below 10; inactive means the rest.

compound	ACHN	CAKI-1	SNB-19	SF-268	SNB-75	A498	RXF 393	SF-539
CC(=O)N[C@H](C(=O)N[C@@H](CCCNC(=N)N)C(=O)N[C@@H](CCCCN)C(=O)N[C@@H](CCCNC(=N)N)C(=O)NC(C(=O)N[C@@H](CC(C)C)C(=O)N[C@@H](CCCNC(=N)N)C(=O)N[C@@]1(C)CCC/C=C\CCC[C@@](C)(C(=O)N[C@@H](CCCNC(=N)N)C(=O)N[C@@H](CCC(=O)O)C(=O)N[C@@H](CC(C)C)C(=O)N[C@H](C(=O)N[C@@H](CCC(=O)O)C(N)=O)C(C)C)NC(=O)[C@H](CCC(N)=O)NC(=O)[C@H](CC(C)C)NC(=O)[C@H](CC(C)C)NC1=O)[C@@H](C)O)C(C)C (some centres undefined)	41	32	32	-81*	-16*	27	-44*	-78*
C[C@]12CC[C@H]3[C@@H](CCC4=CC(=O)CC[C@@]43C)[C@@H]1CC[C@@H]2COS(=O)(=O)c1ccc(Br)cc1	76	58	82	93	90	75	82	73
COc1ccc(C(=O)CSc2nc(-c3ccc(OC)cc3)c(C#N)c(=O)[nH]2)cc1	93	82	91	94	69	88	89	93
c1cnc2c(c1)CCCC2	98	89	101	109	76	117	x	101
COC(=O)C(Cc1ccc(O)cc1)n1cc(COc2nc(Cl)nc(Nc3ccc(N4CCOCC4=O)cc3)n2)nn1 (centres undefined)	102	95	98	96	90	66	106	99
CC(=O)N1N=C(c2cccc(Nc3ccncc3)c2)CC1c1ccc(Cl)cc1 (centres undefined)	100	69	92	85	74	63	x	84
Cc1cccc(Cl)c1NC(=O)Nc1ccc(C#N)cc1	88	83	88	107	107	93	99	84
COc1ccc(C(=O)Nc2cccc(C3CCc4c(cc(OC)c(OC)c4OC)O3)c2)cc1 (centres undefined)	69	54	53	53	26	x	81	61
CC(=O)c1ccccc1O	104&101&105	87&99&92	94&105&102	113&100&108	98&93&107	87&92	129&117&101	141&103&95
C=C(CBr)[C@@H]1CC[C@]2(C(=O)OC)CC[C@]3(C)[C@H](CC[C@@H]4[C@@](C)(CCC#N)[C@H](C(=C)CBr)CC[C@]43C)[C@@H]12	87	46	79	74	111	89	87	89
Cc1cc(=O)oc2cc(OCc3nn4c(Nc5nc6ccccc6s5)c(-c5ccccc5)nc4s3)ccc12	100	80	75	86	84	91	102	96
COc1ccc(N2C(=N)C(=S)N(c3ccc(OC)cc3)C2=O)cc1	97	87	95	96	105	97	112	106
NC(N)=NS(=O)(=O)c1ccc(N=Nc2c(N)[nH]n(-c3ccccc3)c2=O)cc1	101	98	97	103	103	92	114	101
c1cnc2c(c1)CN[C@@H](CN(CCCC1CCNCC1)[C@H]1CCCc3cccnc31)C2	112	100	103	101	109	102	108	116
CCOC(=O)C1(C(=O)OCC)COC(=O)C2(CC)OC21 (centres undefined)	121	101	95	105	103	103	103	125

Among those listed so far, 2 contain bromine:
compound	ACHN	CAKI-1	SNB-19	SF-268	SNB-75	A498	RXF 393	SF-539
C[C@]12CC[C@H]3[C@@H](CCC4=CC(=O)CC[C@@]43C)[C@@H]1CC[C@@H]2COS(=O)(=O)c1ccc(Br)cc1	76	58	82	93	90	75	82	73
C=C(CBr)[C@@H]1CC[C@]2(C(=O)OC)CC[C@]3(C)[C@H](CC[C@@H]4[C@@](C)(CCC#N)[C@H](C(=C)CBr)CC[C@]43C)[C@@H]12	87	46	79	74	111	89	87	89

(continued)
compound	ACHN	CAKI-1	SNB-19	SF-268	SNB-75	A498	RXF 393	SF-539
CCOC(=O)C1=C(C)NC(SCc2nc(C)c(C)nc2C)N=C1c1ccccc1Cl (centres undefined)	97	88	100	99	x	102	103	110
COc1ccc(/C=C/C(=O)c2ccc(NC(=O)CSc3nnc(-c4ccc(OC)c(OC)c4)o3)cc2)cc1	x	x	97	92	89	80	105	98
Clc1nnc2ccc(Oc3cccc(-c4ccc(Oc5ccccc5)cc4)c3)nn12	89	82	85	86	89	61	65	82
Cc1ccc(C(=O)CSc2nc3ccc(C)cc3c(=O)n2-c2ccc(F)cc2)cc1	19	53	x	46	7.9*	20	30	40
Cc1cc(O)c(C(=O)c2c[nH]c(=O)c(-n3cnnn3)c2)cc1C	95	94	96	99	x	82	82	109
Cc1cc2n(n1)-c1c(cnn(C)c1=O)Oc1ccccc1-2	103	x	100	99	91	86	110	106
Cc1ccccc1C(=O)Nc1ccc(Cl)cc1	109	91	104	95	84	77	110	100
Cc1ccc(C(=O)Nc2cc(-n3ccnc3)cc(C(F)(F)F)c2)cc1-n1cc(-c2cnc3cccnn23)nn1	98	113	118	120	132	180	95	85
CC1(C(=O)OCc2ccccc2)C(=O)C2=C(CCCC2)N1c1ccc(F)cc1 (centres undefined)	99	91	98	96	97	84	99	101
Cc1c(C(=O)C2C(=O)N(c3ccccc3)N=C2C(F)(F)F)nnn1-c1ccccc1 (centres undefined)	95	94	107	105	79	102	102	99
CC(=O)c1cc(-c2ccc3ncnc(N4CCc5cc(F)c(Cl)cc54)c3c2)cnc1N	87	78	97	91	65	73	94	95
CCOC(CNCc1ccccn1)OCC	100	105	106	94	91	106	110	98
CC(C)(C)n1cc(-c2ccnc(NCCCNS(=O)(=O)c3ccccc3)c2)c(-c2cccc(F)c2)n1	90	70	90	82	64	67	64	75
S=c1[nH]ccn1-c1ccccc1Cl	101	x	102	108	95	101	114	103
CC1=CCCC1	104	98	116	107	91	103	121	107

6 compounds from above, reduced to RXF 393.
SMILES | RXF 393
COc1ccc(/C=C/C(=O)c2ccc(NC(=O)CSc3nnc(-c4ccc(OC)c(OC)c4)o3)cc2)cc1 | 105
Clc1nnc2ccc(Oc3cccc(-c4ccc(Oc5ccccc5)cc4)c3)nn12 | 65
Cc1ccc(C(=O)CSc2nc3ccc(C)cc3c(=O)n2-c2ccc(F)cc2)cc1 | 30
Cc1cc(O)c(C(=O)c2c[nH]c(=O)c(-n3cnnn3)c2)cc1C | 82
Cc1cc2n(n1)-c1c(cnn(C)c1=O)Oc1ccccc1-2 | 110
Cc1ccccc1C(=O)Nc1ccc(Cl)cc1 | 110

New compounds follow.
compound	ACHN	CAKI-1	SNB-19	SF-268	SNB-75	A498	RXF 393	SF-539
N/C(=N\c1nc(=O)c2ccccc2c(=O)[nH]1)N1CCCCC1	105	90	95	97	73	107	104	98
COc1cccc2c1C(=O)c1c(O)c3c(c(O)c1C2=O)CC(O)(/C(C)=N/NC(=O)CCCCC(=O)N/N=C(\C)C1(O)Cc2c(O)c4c(c(O)c2C(OC2CC(N)C(O)C(C)O2)C1)C(=O)c1c(OC)cccc1C4=O)CC3OC1CC(N)C(O)C(C)O1 (centres undefined)	-34*[5 µM]	-40*[5 µM]	-8.1*[5 µM]	-31*[5 µM]	-68*[5 µM]	-84*[5 µM]	-55*[5 µM]	-42*[5 µM]
COc1ccccc1-n1cc(C#N)c(N)c1C(=O)c1ccc(C)cc1	101	79	77	91	82	75	77	97
Cc1nnc(-c2cc(-c3cc4ccccc4o3)nn2-c2ccccc2)o1	88	89	82	84	80	79	x	94
CCN(CC)CCOCCOC(=O)C1(c2ccccc2)CCCC1	x	77	106	104	91	107	102	105
Cc1ccn2c(C(=O)c3ccccc3)cc(-c3cc(-c4ccc(N(C)C)cc4)c(C#N)c(N)n3)c2c1	31	53	61	61	78	111	x	-62*
COC(CC(F)F)c1ccc2ccccc2c1 (centres undefined)	99	94	98	101	91	99	90	99
Fc1cc(C2=NNC(c3ccc[nH]3)C2)ccc1-n1ccc(C(F)(F)F)n1 (centres undefined)	91	66	91	67	88	x	105	88
N#Cc1ccc(C(=O)CSc2nc3c(c(Nc4ccc(S(N)(=O)=O)cc4)n2)CCC3)cc1	11	39	-13*	38	8.4*	137	-18*	16
Clc1ccc(-c2cnc3nonc3n2)cc1	92	103	101	85	104	92	129	105
COc1cc(C2Nc3n[nH]c(-c4ccccc4)c3C(=O)CS2)cc(OC)c1OC (centres undefined)	102	95	100	103	90	100	102	x
O=C(N(c1ccccc1)c1ccccc1)n1cc(I)c2nc(Cl)nc(Cl)c21	58	40	47	34	35	68	40	57
CCOCCN(CCOCC)c1ncnc2nc[nH]c12	x	x	101	100	98	105	100	104
O=C1C=CC2(O)OC/C(=C\c3ccccc3)C(O)=C2C1=O (centres undefined)	-71*	11	28	19	39	108	-65*	-39*
CCOC(=O)c1c(C)nc2c(c1N)/C(=C/c1ccccn1)C(=O)N2Cc1ccccc1	0.9*	x	0.7*	17	69	55	-76*	11

Entries of single compounds, quoted from the list. Screens in order: ACHN | CAKI-1 | SNB-19 | SF-268 | SNB-75 | A498 | RXF 393 | SF-539
`N/C(=N\c1nc(=O)c2ccccc2c(=O)[nH]1)N1CCCCC1` is entered as 105 | 90 | 95 | 97 | 73 | 107 | 104 | 98
`Clc1ccc(-c2cnc3nonc3n2)cc1` is entered as 92 | 103 | 101 | 85 | 104 | 92 | 129 | 105

(listing goes on)
compound	ACHN	CAKI-1	SNB-19	SF-268	SNB-75	A498	RXF 393	SF-539
CCN1CCN(Cc2ccc(C(=O)N=Nc3c(O)[nH]c4ccc(F)cc34)cc2C(F)(F)F)CC1	107	99	110	109	112	117	x	99
Fc1ccc2[nH]cc(-c3nonc3-c3c[nH]c4ccc(Br)cc34)c2c1	23	12	36	38	34	25	77	17
O=C(C/C(=N\C(=S)Nc1cc(C(F)(F)F)ccc1Cl)NO)N1CCCC1	104	94	105	104	87	89	122	95
COC(=O)[C@]12CCC(C)(C)C[C@H]1C1=CC[C@@H]3[C@@]4(C)C/C(=C/c5cccnc5)C(=O)C(C)(C)[C@@H]4CC[C@@]3(C)[C@]1(C)CC2	-61*[100 µM]	-15*[100 µM]	-23*[100 µM]	-5.3*[100 µM]	-60*[100 µM]	-70*[100 µM]	-76*[100 µM]	-77*[100 µM]
Nc1n[nH]c(CCCNc2ccccc2)c1-c1nc2ccccc2s1	102	89	96	103	87	63	115	101
Cc1ccc(S(=O)(=O)Nc2ccc(-c3cc(-c4ccccc4F)c(C#N)c(=O)[nH]3)cc2)cc1	91	55	87	79	69	75	84	92
COc1ccc(/C=N/N=C(/c2ccccc2)c2ccc3nc(-c4ccc(O)cc4)[nH]c3c2)cc1	92	74	95	91	83	79	112	91
O=S(=O)(NC1c2ccccc2CC1O)c1ccc(Cl)cc1 (centres undefined)	111	86	104	91	85	92	108	103
Cc1ccc(-n2nc(C(N)=O)c(N3CCCC3)n2)cc1	103	85	90	88	91	94	90	93
CCN(CC)C(=O)Cn1cc(C(=O)OC)nn1	99	91	111	106	85	95	112	96
COc1ccc2cc(C(C)NC(=O)Nc3ccc(S(N)(=O)=O)cc3)ccc2c1 (centres undefined)	96	171	101	89	73	114	63	106

Fetched by compound from above:
compound	ACHN	CAKI-1	SNB-19	SF-268	SNB-75	A498	RXF 393	SF-539
O=C(C/C(=N\C(=S)Nc1cc(C(F)(F)F)ccc1Cl)NO)N1CCCC1	104	94	105	104	87	89	122	95
Nc1n[nH]c(CCCNc2ccccc2)c1-c1nc2ccccc2s1	102	89	96	103	87	63	115	101
Cc1ccc(-n2nc(C(N)=O)c(N3CCCC3)n2)cc1	103	85	90	88	91	94	90	93
CCN1CCN(Cc2ccc(C(=O)N=Nc3c(O)[nH]c4ccc(F)cc34)cc2C(F)(F)F)CC1	107	99	110	109	112	117	x	99
